OX1R antag-1 = OX1R (human) antagonism; O43613; OX1R-expressing cells, FRET antagonist read-out; inhibition, % at 6.6 µM; hit rate 1.8% among 330,000; AID 485270; in the data active means inhibition mostly above about 38%, no sharp cut-off; inactive means mostly below about 40%;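 further: 0% = agonist challenge alone and 100% = reference antagonist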
Target sequence (O43613 whole entry, looked up): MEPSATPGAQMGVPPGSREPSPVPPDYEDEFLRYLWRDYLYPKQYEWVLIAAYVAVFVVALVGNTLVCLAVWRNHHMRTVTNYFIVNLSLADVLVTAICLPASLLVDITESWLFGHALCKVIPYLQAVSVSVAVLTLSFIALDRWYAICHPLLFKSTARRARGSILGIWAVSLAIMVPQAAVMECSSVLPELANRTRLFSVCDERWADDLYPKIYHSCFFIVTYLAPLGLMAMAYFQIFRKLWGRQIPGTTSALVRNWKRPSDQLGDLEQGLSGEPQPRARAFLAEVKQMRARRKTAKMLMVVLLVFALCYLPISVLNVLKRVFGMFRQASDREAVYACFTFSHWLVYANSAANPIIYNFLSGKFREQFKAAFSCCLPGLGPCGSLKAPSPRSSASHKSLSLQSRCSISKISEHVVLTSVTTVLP
OX1R antag-2 = human HCRTR1 antagonism; O43613; CHO/OX1R cells, Fluo-8 calcium fluorescence, orexin A; inhibition, % at 5 µM; hit rate 0.43% among 330,000; AID 434989;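 active means inhibition above its plate's threshold, mean inhibition of all tested compounds on the plate plus 3 SD, cut at about 37% in these data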;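 further: 0% = orexin A challenge wells and 100% = SB-334867-A antagonist wells; not every result past the cut was called active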
* marks the source's active call; other numbers are inactive results.

Start of the data: the first 15 compounds (preview)
SMILES	OX1R antag-1	OX1R antag-2
Cc1cc(C)c(-c2csc(NC(=O)c3cc([N+](=O)[O-])ccc3N3CCOCC3)n2)c(C)c1	7	-43
O=C(O)c1cccc(-n2cccc2/C=C/[N+](=O)[O-])c1	19	18
CCOC(=O)c1cc2c(OC)ccc(OC)c2n1CC(=O)c1ccccc1	7	-49
CNC(=O)COC(=O)[C@@H](Nc1ccc(S(=O)(=O)N2CCOCC2)cc1[N+](=O)[O-])C(C)C	23	-14
CCCc1ccc2oc(C(=O)N3CCN(CC(=O)NC(C)C)CC3)c(C)c2c1	8	-23
Cc1ccc(-c2nc3ccccc3[nH]2)cc1NC(=O)c1ccc2c(c1)OCO2	10	-14
Cc1ccc(S(=O)(=O)N(C)C)cc1NC(=O)COC(=O)/C=C/c1ccc(F)cc1	16	-7
COc1cc(C(=O)Nc2ccc(OCC(=O)O)cc2)cc(OC)c1OC	10	-10
COc1ccccc1NS(=O)(=O)c1ccc(C)c(C(=O)NCC2CCCO2)c1 (stereo unspecified)	20	-20
COc1cc(NC(=O)c2ccc(F)cc2)c(OC)cc1NC(=O)CN1CCOCC1	23	-30
COC(=O)c1sccc1NC(=O)CSc1ccccc1NS(=O)(=O)c1ccccc1Cl	39	23
COc1ccc(C(C(=O)NC(C)(C)C)N(C(=O)CCC(=O)Nc2cc(C)on2)c2c(C)cccc2C)cc1 (stereo unspecified)	4	-24
COc1ccc(-c2nnc(NC(=O)c3cccs3)s2)c(OC)c1	2	-25
C[C@H]1CN([C@@H](C)CO)C(=O)c2cccc(NC(=O)c3cnccn3)c2O[C@@H]1CN(C)S(=O)(=O)c1ccc(F)cc1	10	-3
O=C1SCCC1NS(=O)(=O)c1ccccc1[N+](=O)[O-] (stereo unspecified)	18	-8

The whole of this part, from the start:
SMILES	OX1R antag-1	OX1R antag-2
Cc1cc(C)c(-c2csc(NC(=O)c3cc([N+](=O)[O-])ccc3N3CCOCC3)n2)c(C)c1	7	-43
O=C(O)c1cccc(-n2cccc2/C=C/[N+](=O)[O-])c1	19	18
CCOC(=O)c1cc2c(OC)ccc(OC)c2n1CC(=O)c1ccccc1	7	-49
CNC(=O)COC(=O)[C@@H](Nc1ccc(S(=O)(=O)N2CCOCC2)cc1[N+](=O)[O-])C(C)C	23	-14
CCCc1ccc2oc(C(=O)N3CCN(CC(=O)NC(C)C)CC3)c(C)c2c1	8	-23
Cc1ccc(-c2nc3ccccc3[nH]2)cc1NC(=O)c1ccc2c(c1)OCO2	10	-14
Cc1ccc(S(=O)(=O)N(C)C)cc1NC(=O)COC(=O)/C=C/c1ccc(F)cc1	16	-7
COc1cc(C(=O)Nc2ccc(OCC(=O)O)cc2)cc(OC)c1OC	10	-10
COc1ccccc1NS(=O)(=O)c1ccc(C)c(C(=O)NCC2CCCO2)c1 (stereo unspecified)	20	-20
COc1cc(NC(=O)c2ccc(F)cc2)c(OC)cc1NC(=O)CN1CCOCC1	23	-30
COC(=O)c1sccc1NC(=O)CSc1ccccc1NS(=O)(=O)c1ccccc1Cl	39	23
COc1ccc(C(C(=O)NC(C)(C)C)N(C(=O)CCC(=O)Nc2cc(C)on2)c2c(C)cccc2C)cc1 (stereo unspecified)	4	-24
COc1ccc(-c2nnc(NC(=O)c3cccs3)s2)c(OC)c1	2	-25
C[C@H]1CN([C@@H](C)CO)C(=O)c2cccc(NC(=O)c3cnccn3)c2O[C@@H]1CN(C)S(=O)(=O)c1ccc(F)cc1	10	-3
O=C1SCCC1NS(=O)(=O)c1ccccc1[N+](=O)[O-] (stereo unspecified)	18	-8

The list goes on (2 carried over from the part before).
SMILES	OX1R antag-1	OX1R antag-2
C[C@H]1CN([C@@H](C)CO)C(=O)c2cccc(NC(=O)c3cnccn3)c2O[C@@H]1CN(C)S(=O)(=O)c1ccc(F)cc1	10	-3
O=C1SCCC1NS(=O)(=O)c1ccccc1[N+](=O)[O-] (stereo unspecified)	18	-8
CC1CCN(c2ccccc2NC(=O)c2ccc(Br)o2)CC1	19	-47
Cn1c(C(=O)OC(C(=O)NCC2CCCO2)c2cccnc2)cc2sccc21 (stereo unspecified)	5	-50
COc1ccc(S(=O)(=O)N(C)C)cc1NC(=O)COC(=O)Cn1cnc2ccccc2c1=O	2	-4
COc1cccc(NS(=O)(=O)c2ccc3c(c2)NC(=O)CC(=O)N3)c1	20	2
Cc1ccc(CNC(=O)CCS(=O)(=O)c2cc3c(cc2Cl)NC(=O)CO3)o1	9	-14
CCOc1ncccc1C(=O)OCC(=O)Nc1ccc(C(C)C)cc1	12	-15
O=C(NCc1ccccc1)C(c1ccco1)N(C(=O)c1ccccn1)c1ccc(F)cc1 (stereo unspecified)	33	-16
Cc1ccccc1C(=O)NNC1=NCCC1	9	-13
COC(=O)c1ccccc1NC(=O)COC(=O)C1CCCCC1	4	-14
Cc1ccc(-n2ncc(C(=O)Nc3ccc(Cl)cc3)c2C2CCNCC2)cc1C	16	-23
CC(C)[C@H](NC(=O)c1ccc(Cl)cc1Cl)C(=O)NNc1cccc(C(=O)O)c1	19	11
COc1ccc(OC)c(/C=C/C(=O)c2ccc3c(c2)OCCO3)c1	29	-13
Cc1cc(NC(=O)c2cccs2)n(-c2nc3ccccc3[nH]2)n1	12	-33
CC1(C)CC(=O)C=C(NCCN2CCN(C(=O)Nc3ccccc3)CC2)C1	9	-19
CN(C)/C=C/C(=O)c1ccccc1OCc1cnc(Cl)s1	10	-14
CN(C)C(=O)N1CCC(C(=O)NCc2ccccc2Cl)CC1	14	-1
CC/C(=N/O)c1cnnc(SC)n1	10	6
Cc1ccc(-n2c(SCC(=O)NCC3CCCO3)nc3ccccc3c2=O)cc1 (stereo unspecified)	-1	-27
CCOC(=O)c1cc(COc2cc(Cl)cc(Cl)c2)on1	16	21
O=C(COC(=O)c1cnccn1)c1ccc([N+](=O)[O-])cc1	44*	-1
COC(=O)c1ccc(N2OC3(C)C=CC2CC3)cc1 (stereo unspecified)	13	-2
CCOC(=O)Cn1nc(C)c(NC(=O)COc2ccc([N+](=O)[O-])c(C)c2)c1C	7	-18
CCc1ccc(C(=O)O)cc1	16	5
Cc1ccc2cc(CCNC(=O)c3cc4ccccc4o3)c(=O)[nH]c2c1C	5	-51
O=C(NC1CCCc2c1cnn2-c1cc(F)cc(F)c1)c1ccccn1 (stereo unspecified)	4	3
CC(OC(=O)Cn1[nH]c(=O)c2ccccc2c1=O)C(=O)Nc1ccc(Cl)cn1 (stereo unspecified)	8	-26
COc1ccc(-c2cc3ccc(OCC(C)=O)cc3oc2=O)cc1OC	23	-17
CC(=O)N1CCc2cc(S(=O)(=O)NC(C(=O)NC3CCCc4ccccc43)C(C)C)ccc21 (stereo unspecified)	34	-30
CCNC(=O)CSc1nc(-c2ccc(F)cc2)cs1	14	-15
CN1C(=O)/C(=C/c2cc(N=Nc3ccccc3)ccc2O)SC1=S	14	-4
O=C(NC(=S)Nc1ccc(S(=O)(=O)N2CCCC2)cc1)C1CC1	11	-6
Clc1ccc(CNCCC2=CCCCC2)cc1	8	-3
CCn1c(CC(=O)Nc2ccccc2)nnc1SCc1nc2ccccc2c(=O)[nH]1	0	-1
N#CC(C#N)=Cc1c(N2CCN(c3ccccc3)CC2)nc2ccccn2c1=O	3	-18
COc1cc(CN2CCC(C)CC2)ccc1OCc1ccccc1	16	-17
COc1cccc(NC(=O)CN(C)C(=O)CN2C(=O)NC(C)(c3ccc(C)cc3)C2=O)c1 (stereo unspecified)	9	0
COc1cccc(N=c2oc3c(C)ncc(CO)c3cc2C(N)=O)c1	85*	-8
CCC1(CC)NC(=O)N(CC(=O)OCC(=O)c2ccccc2OC)C1=O	11	-11
COc1ccc(OC)c(C2=NOC(C(=O)Nc3cc(C)nn3-c3ccccc3)C2)c1 (stereo unspecified)	-2	-15
CN1CCN(S(=O)(=O)c2ccc(N3CCN(C(c4ccccc4)c4ccccc4)CC3)nc2)CC1	20	-11
N#CC1(NC(=O)CSc2nnc(-c3ccccc3F)o2)CCCCC1	5	-11
CCn1c(O)c(C=NC2CCCC(C)C2C)sc1=S (stereo unspecified)	21	-27
Cc1nnc(NC(=O)CCS(=O)(=O)Cc2ccccc2)s1	14	0
COc1ccc(S(=O)(=O)N2CCC(C(=O)NCC(c3cccs3)N(C)C)CC2)cc1 (stereo unspecified)	17	-12
C[C@@H]1CCC(=O)N(C[C@@H](C)CSc2ccccc2)CC1	15	-28
CCC(=O)Nc1c2c(nn1-c1ccc(F)cc1)CS(=O)C2 (stereo unspecified)	4	-10
Cc1ccc(O)c(C(=O)c2cnc3c(c2)c(=O)n(C)c(=O)n3C)c1	16	-6
O=C(NCc1ccccn1)c1ccc(CNS(=O)(=O)c2ccc(F)cc2)cc1	8	-19
O=C(CCC(=O)NNC(=O)COc1ccccc1)NCc1ccccc1	10	-6
Cc1ccc(CNC(=O)CSc2ccc(-c3ccco3)nn2)cc1	32	-27
CCC(=O)n1nc(-c2ccc(OC)cc2)nc1SC	25	-15
COCCCn1c(-c2ccsc2)nc2c1c(=O)[nH]c(=O)n2Cc1ccccc1	15	-27
CNc1ccccc1NC(=O)CCn1c(=S)oc2ccccc21	24	-21
CN(C)S(=O)(=O)c1ccc(N2CCCC2)c(C(=O)NNC(=O)c2ccc(Br)cc2)c1	12	-26
Cc1c(F)cccc1NC(=O)CCCCCC1NC(=O)NC1C (stereo unspecified)	4	-12
COc1ccc(CN2CCc3ccccc3C2)c(OC)c1	5	-13
CC(=O)c1ccc(NC(=O)CCc2nnc3ccc(N4CCCC4)nn23)cc1	6	-2
CC(Oc1ccc(Cl)cc1)c1ccnn1S(C)(=O)=O (stereo unspecified)	23	-12
CC(C)(C)OC(=O)N[C@@H](C(=O)OC(C)(C)C)c1ccc(Br)cc1	4	-18
O=C(O)c1ccc(N2C(=O)CC(SC(=NCc3ccc4c(c3)OCO4)Nc3ccc(F)cc3)C2=O)cc1 (stereo unspecified)	28	32
(next part)
SMILES	OX1R antag-1	OX1R antag-2
Cc1ccc(NC(=O)NC2(C(=O)NCc3ccccc3)CCCCC2)cc1	7	-20
COc1cc(/C=N\NC(=O)CNC(=O)c2cccc([N+](=O)[O-])c2)ccc1O	70	-4
CCOC(=O)c1sc2nc(C)nc(NCCc3ccccn3)c2c1C	18	-23
CC(C)=CCC[C@](C)(O)C1CC[C@]2(C)C1[C@H](O)CC1[C@@]3(C)CC[C@H](O[C@@H]4O[C@H](CO)[C@@H](O)[C@H](O)[C@H]4O[C@@H]4O[C@H](CO)[C@@H](O)[C@H](O)[C@H]4O)C(C)(C)C3CC[C@]12C (stereo partly specified)	18	-1
Cc1ccc(S(=O)(=O)Nc2ccccc2C(=O)Nc2ccc(S(=O)(=O)Nc3nccc(C)n3)cc2)cc1	32	2
O=C(Cc1ccc(F)cc1)Nc1ccc(S(=O)(=O)N2CCCCC2)cc1	-1	-16
CCOC(=O)Cc1csc(NC(=O)c2ccc(OC)c(OC)c2)n1	15	-15
S=C(Nc1ccc(Cl)cc1)NN1CCOCC1	5	0
CCOC(=O)CSc1ncnc2c(C(=O)OCC)c3n(c12)CCC3	5	-15
Cn1ncc2c(Nc3cccc(C(=O)O)c3)ncnc21	0	-11
CCCNC(=O)C(Cc1cccc(C#N)c1)NC(=O)c1cccc([N+](=O)[O-])c1 (stereo unspecified)	18	-18
Cc1ccc(/C=C/C(=O)c2ccccc2)cc1	7	-25
COc1ccc(/C=C/C(=O)NCCc2c[nH]c3ccccc23)cc1OC	14	2
COc1ccccc1-c1noc(CCC(=O)Nc2cccc(C(F)(F)F)c2)n1	30	-26
CCCN1C2CCCC1CC(NC(=O)c1ccccc1OC)C2 (stereo unspecified)	-7	-18
Cc1ccc2c(c1)C(=O)N(CCCCO)C2=O	15	-10
N#Cc1ccc(Oc2ccc(C(N)=O)cc2)cc1C#N	7	-7
Cc1nn(-c2ccccc2)nc1C(=O)Nc1ccc2[nH]ncc2c1	0	-9
CCNC(=O)c1c(O)c2c([nH]c1=O)CCCC2	4	-1
Cn1c(=O)c2c(nc(Sc3n[nH]c(N)n3)n2Cc2ccccc2Cl)n(C)c1=O	7	1
O=S(=O)(Nc1ccccc1)c1ccc(-c2cnc(C3CC3)o2)cc1	29	-15
Cc1noc(/C=C/N(C)C)c1S(=O)(=O)N1CCCC(C(=O)Nc2ccc(F)cc2F)C1 (stereo unspecified)	9	-6
COc1ccccc1/C=C1\SC(=S)N(CCC(=O)Nc2nnc(C)s2)C1=O	5	-16
COC(=O)CCCC(=O)N1CCC(CO)(CCc2ccccc2)CC1	7	8
Cc1ccc(S(=O)(=O)NCCCn2ccnc2)cc1C(=O)NC(C)C	0	5
COc1cc(C=C(c2nc3ccccc3s2)c2nc3ccccc3s2)ccc1O	19	-45
CCCn1c(=O)c2c(ncn2C)n(CCC)c1=O	13	6
CCc1ccccc1NC(=O)c1ccc(OCc2c(C)noc2C)cc1	14	-10
Cc1cnnn1-c1ccc([N+](=O)[O-])cc1	41	-22
COc1ccccc1NC(=O)C(=O)NCCC1CCCCN1S(=O)(=O)c1cccs1 (stereo unspecified)	25	-9
CCOCCOC(=O)c1[nH]c2c(c1C)C(=O)CC(c1cccs1)C2 (stereo unspecified)	16	-20
CC(C)CN(C(=O)COC(=O)Cn1cnc2ccccc2c1=O)C1CCS(=O)(=O)C1 (stereo unspecified)	18	-11
Cc1ccc(N(CC(=O)N(C)Cc2ccccc2)S(C)(=O)=O)cc1C	24	-6
CCN(CC)S(=O)(=O)c1cc(Br)ccc1OC	20	-2
COCCNC(C)C(=O)C12CC3CC(CC(C3)C1)C2 (stereo unspecified)	7	-4
CC(Sc1nncn1C)C(=O)Nc1ccc(Cl)cn1 (stereo unspecified)	7	1
O=C1CC(SC2=NCCS2)C(=O)N1c1ccc(Br)cc1 (stereo unspecified)	8	-11
CCC1(CC)NC(=O)N(CC(=O)N2CCN(c3ccccc3F)CC2)C1=O	4	-3
COc1ccc(N2CC(O)=C(c3nc(-c4ccc(Br)cc4)cs3)C2=N)cc1	9	-18
O=C(NCc1cccnc1)Nc1cccc(Cl)c1	-2	-17
COc1ccc(C(=O)NCc2ccc(C(=O)O)o2)cc1	36	-6
Cc1ccc(C2=NNC(C(O)C(O)C(O)CO)S2)cc1 (stereo unspecified)	25	3
CCOC(=O)Nc1ccc2c(c1)N(C(=O)CN1CCN3CCCC3C1)c1ccccc1CC2 (stereo unspecified)	3	-13

Bioassay records from PubChem.
